High-throughput results from PubChem.
D3 ag – activates the human D3 dopamine receptor | P35462 | D3R DiscoveRx beta-arrestin cells, luminescence, 90 min | max activation, % | actives 0.58% (n = 410,000) | AID 652048; in the data active = max activation above about 30%; note: 0% is about no effect; mostly tested at two doses, the higher about 12 µM
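Cells at 1500/well, incubated overnight, then treated with pinned compounds (dopamine as control) for 90 min at 37 degrees C. DiscoveRx reagent added for 30 - 60 minutes at room temperature; luminescence read.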
TDP-43 yeast inh – TDP-43 toxicity inhibition in yeast | TDP-43 expressing yeast growth rescue, BacTiter-Glo, 24 h | Potency, µM (highest dose often 46.1 µM), for the others: at the highest dose growth rescue (activation), hits mostly activators | actives 1.8% (n = 410,000) | AID 652104; note: potency is the fitted concentration of half-maximal effect; % of control where 0% means no effect; nearly all actives have a fitted effect of over 50% in size
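Galactose-induced TDP-43 yeast, OD600=0.02, compound pinned; 24 hr, 30 deg C; BacTiter-Glo luminescence for growth. Inhibitors of TDP-43 toxicity read as activators.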
DRD3 antagonist – D3 dopamine receptor (human) antagonism. P35462. D3R cells, DiscoveRx beta-arrestin luminescence, antagonist mode; active compounds read low. max response, negative = inhibition, %. actives 2.5% (n = 360,000); in the data active = max response below about -50%; inconclusive = no clear call, values can overlap the other calls; note: % is set by controls: 0 for no effect and ±100 for the full control effect; mostly tested at two doses, the higher about 12 µM
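Cells expressing the human receptor were seeded at 1500 cells/well, incubated overnight at 37 degrees C in 5% CO2, then exposed to library compounds with dopamine controls for 90 minutes at 37 degrees C before luminescent detection.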
Abeta yeast res – A-beta toxicity reversal in yeast; yeast expressing A-beta42, growth rescue, OD600, 48 h; response scale: 0% DMSO, 100% iron-clioquinol control; Potency, µM (top dose mostly 46.1 µM), without a hit: at the top dose growth rescue, actives largely listed as activators; actives 0.063% (n = 410,000); note: potency is the fitted concentration of half-maximal effect; nearly all actives have a fitted effect of over 55% in size
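Yeast growth medium received pinned compounds, then yeast cells expressing toxic A-beta were added; plates incubated at 30 C for 48 hr. Growth read as absorbance at 600 nm, normalized to DMSO and equimolar FeCl3 plus clioquinol controls.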
FUS suppressor – rescues growth of FUS-expressing yeast. AID 1347120. Potency, µM (doses to about 76.6 µM), inactives show at the top dose growth rescue (activation), actives largely listed as activators. actives 0.24% (n = 390,000). S. cerevisiae FUS-expressing, growth rescue, OD600, 24 h;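 note: potency is the fitted concentration of half-maximal effect; plate controls were DMSO vehicle for no effect and reference control for full effect; nearly all actives have a fitted effect of over 55% in size; some results filed as inactive show a strong effect at the top dose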
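Compound concentration series was pinned onto galactose-induced FUS-expressing yeast seeded at OD 0.005. Plates sat 24hr at 30C; absorbance at 600 nm gave growth. DMSO served as background control.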
EPAC2 ag – activates human EPAC2 exchange factor; EPAC2 activation, biochemical qHTS; response scale: 100% = 6.5 mM cAMP response; Potency, µM (doses to about 154 µM), inactives show at the top dose activation, hits mostly activators; actives 0.079% (n = 360,000); AID 720711; note: potency is the fitted concentration of half-maximal effect; nearly all actives have a fitted effect of over 50% in size
Target sequence (Q8WZA2 whole entry, looked up): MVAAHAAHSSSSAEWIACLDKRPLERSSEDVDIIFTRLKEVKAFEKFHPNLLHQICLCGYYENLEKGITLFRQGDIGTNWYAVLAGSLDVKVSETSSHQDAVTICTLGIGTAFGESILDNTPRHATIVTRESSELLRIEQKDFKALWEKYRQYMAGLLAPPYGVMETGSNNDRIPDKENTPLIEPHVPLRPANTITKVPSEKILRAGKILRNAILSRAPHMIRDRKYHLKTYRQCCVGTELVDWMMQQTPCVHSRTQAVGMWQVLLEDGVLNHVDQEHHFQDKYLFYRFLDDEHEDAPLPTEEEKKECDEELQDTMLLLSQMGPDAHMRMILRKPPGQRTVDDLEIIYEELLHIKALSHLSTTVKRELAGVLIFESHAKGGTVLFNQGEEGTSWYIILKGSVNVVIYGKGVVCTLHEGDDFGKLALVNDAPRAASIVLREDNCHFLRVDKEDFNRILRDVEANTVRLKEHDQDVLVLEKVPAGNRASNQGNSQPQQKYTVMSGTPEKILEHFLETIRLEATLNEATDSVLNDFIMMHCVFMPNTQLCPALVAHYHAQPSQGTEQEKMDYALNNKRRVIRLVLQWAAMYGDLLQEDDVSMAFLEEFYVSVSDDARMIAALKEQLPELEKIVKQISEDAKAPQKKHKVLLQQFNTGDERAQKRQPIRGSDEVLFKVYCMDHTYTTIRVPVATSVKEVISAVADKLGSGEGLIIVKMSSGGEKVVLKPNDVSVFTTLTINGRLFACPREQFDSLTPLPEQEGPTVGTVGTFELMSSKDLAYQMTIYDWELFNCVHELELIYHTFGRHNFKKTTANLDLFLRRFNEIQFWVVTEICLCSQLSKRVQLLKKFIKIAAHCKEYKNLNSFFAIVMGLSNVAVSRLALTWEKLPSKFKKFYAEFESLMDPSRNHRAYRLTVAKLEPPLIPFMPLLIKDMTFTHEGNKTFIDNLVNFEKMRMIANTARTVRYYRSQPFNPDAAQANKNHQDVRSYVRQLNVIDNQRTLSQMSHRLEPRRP
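Setup: EPAC2 100 nM, labeled Rap1B complex 250 nM, free GDP 50 uM. Compound titrations pinned in, brief spin, 5 min room temperature incubation. Kinetic fluorescence read over 30 min, normalized to 6.5 mM cAMP.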
EPAC2 antag – antagonists of human EPAC2 | Q8WZA2 | EPAC2 GEF exchange of Rap1B-BODIPY-GDP, fluorescence | Potency, µM (series often up to 114 µM), inactives show at the top dose activity, negative = inhibition, hits mostly inhibitors | actives 0.18% (n = 360,000) | AID 720708; note: potency is the fitted concentration of half-maximal effect; % is set by controls: 0 for no effect and ±100 for the full control effect; nearly all actives have a fitted effect of over 45% in size; many of its hits are not listed in these tables
aSyn yeast inh – alpha-synuclein toxicity inhibition in yeast; Potency, µM (series often up to 46.1 µM), inactives show top-dose growth rescue (activation), hits mostly activators; actives 0.14% (n = 370,000); Yeast expressing alpha-synuclein, growth rescue, BacTiter-Glo, 24 h; note: potency is the fitted concentration of half-maximal effect; % of control where 0% means no effect; nearly all actives have a fitted effect of over 65% in size
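Readout is rescue of growth in alpha-synuclein-expressing yeast, so inhibitors of toxicity appear as activators. Growth after 24 hr at 30 deg C in galactose medium is quantified by luminescence.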
Active calls of the source: *; ? = inconclusive; . = no result given; [ ] = another dose, or the depositor's remark. Unless noted, calls come from the whole dose curve; as a rule, active = well fitted curve in the direction sought with a large enough effect; inconclusive = small, poorly fitted or top-dose-only effect, or another doubt; inactive = no such curve, though single readings can be large; an effect the other way counts as inactive or inconclusive. A portion of the library, so the mix of outcomes need not match the whole.

Every second line gives: D3 ag, TDP-43 yeast inh, DRD3 antagonist, Abeta yeast res, FUS suppressor, EPAC2 ag, EPAC2 antag, aSyn yeast inh
CSc1cccc(NC(=O)c2nnn(Cc3ccccc3)c2N)c1
 : 0, 11%, -5, 8%, -9%, -4%, -1%, 1%
Cc1cccc(N=Cc2ccccc2O)c1C
 : 1, 15%, 6, -2%, -38%, -11%, -1%, 0%
Cc1cccc(CN2CCN(C3CN(Cc4ccccc4)S(=O)(=O)C3)CC2)c1 (stereo unspecified)
 : -3, -1%, -8, -6%, -26%, 2%, 24%, 0%
O=C(/C=C/c1ccccc1)OCc1cnc(Cl)s1
 : 1, 6%, -2, 0%, -26%, 9%, 5%, -2%
O=C(Nc1nnc(C2CC2)s1)c1cc(S(=O)(=O)N2CCN(c3ccccc3)CC2)ccc1Cl
 : 1, -3%, 12, -9%, ?, 16%, 0%, 1%
Cc1ccc(NC2=NC(c3ccc(F)cc3)n3c(nc(C)cc3=O)N2)c(C)c1 (stereo unspecified)
 : 0, -29%, -8, -6%, 27%, -1%, 11%, 0%
O=C(c1cc(=O)[nH]c2ccccc12)N1CCN(S(=O)(=O)c2ccc3ccccc3c2)CC1
 : 2, 23%, -4, 12%, 6%, 12%, -6%, 7%
C/C(CC(=O)Nc1ccc(N(C)C)cc1)=N\NC(=O)Cc1csc(N)n1
 : -2, 3%, -5, -11%, ., 10%, -3%, -3%
O=C(Nc1cccc(S(=O)(=O)N2CCCCC2)c1)C1CCCN1S(=O)(=O)c1ccccc1F (stereo unspecified)
 : -17, 11%, 7, 11%, ., 6%, 0%, 2%
Cc1cccc(/C=N/NC(=O)c2ccc(NC(=O)c3ccc(Cl)cc3)cc2)n1
 : -2, 19%, ?, 4%, 39%, 0%, 3%, -6%
Cc1csc(=O)n1CC(=O)OCC(=O)Nc1cc(Cl)ccc1[N+](=O)[O-]
 : 2, ?, 23, 8%, ., -3%, -3%, 20%
Cc1ccc(SCC(=O)Nc2nnc(C(C)(C)C)s2)cc1
 : 3, -5%, -5, -1%, 13%, 0%, 15%, 9%
Cc1ccc(C(=O)OCc2cn3ccccc3n2)cc1
 : -7, 13%, ?, 17%, -8%, -10%, -3%, 6%
CCOC(=O)CSc1ncccn1
 : 5, 0%, 9, -4%, -1%, 3%, 8%, 0%
COc1ccccc1Cn1nc(C(=O)O)c2ccccc2c1=O
 : 3, -6%, -10, -17%, -6%, 7%, -9%, -1%
CCOCCCN(C)C1CCN(C(=O)c2oc3ccccc3c2NC(=O)Cc2ccc([N+](=O)[O-])cc2)CC1
 : -19, 2%, ?, 2%, 3%, 3%, -1%, -3%
CC12CCC(C(=O)NCCCn3ccnc3)(OC1=O)C2(C)C (stereo unspecified)
 : -1, -9%, -27, 16%, 10%, -1%, -4%, -1%
COCCCNC(=O)c1ccc(Cn2c(=O)[nH]c3ccccc3c2=O)cc1
 : 0, 21%, -1, -4%, -18%, 2%, 11%, 0%
CCOC(=O)c1c(O)c2ccccc2n(C)c1=O
 : 11, -23%[1.82 µM], 0, -12%, 5%, 1%, -6%, -1%
CCOC(=O)c1oc2cccc(O)c2c1CN(Cc1ccccc1)C(C)=O
 : 1, ?, 34, 8%, 15%, -7%, 0%, 13%
CCc1nc2ccc(C(=O)NCc3ccc4c(c3)OCO4)cn2c1N(CCC(C)C)CCN(C)C
 : -13, 13%, 7, -4%, 3%, 2%, -15%, 5%
Cn1cnnc1SCC(=O)Nc1cc(S(=O)(=O)N2CCCCCC2)ccc1Cl
 : 3, 4%, 43, 0%, ., -2%, 6%, -13%
Cc1cn2c(=O)cc(COc3cccc(NC(=O)c4ccc(C(C)(C)C)cc4)c3)nc2s1
 : -6, 2%, ., -13%, 23%, ., ., .
COc1ccc(NC(=O)CC2C(=O)N(c3ccc(OC)cc3)C(=S)N2NC(=O)c2cccc(F)c2)cc1 (stereo unspecified)
 : -10, 15%, -27, 0%, 6%, -5%, 7%, 5%
C[C@H](CO)N1C[C@H](C)[C@@H](CN(C)C(=O)Oc2ccccc2)OCc2cn(nn2)CCCC1=O
 : 0, 24%, 2, -9%, -9%, 0%, 7%, 0%
CCOC(=O)c1ccc(NC(=S)NCCC2=CCCCC2)cc1
 : -4, 20%, -6, -4%, ., ?, -6%, 0%
Cc1ccc(C)c(N2CCN(C(=O)c3ccc(CS(=O)(=O)c4ccccc4C)o3)CC2)c1
 : 75*, 4%, 29, 6%, 38%, 5%, -6%, 11%
CCN(CC)C(=O)CN(C#N)c1nc(NC(C)C)nc(NC(C)C)n1
 : 3, -3%, 18, 16%, 19%, 10%, 8%, .
Nn1c(SCC(=O)NC2CCCc3ccccc32)nnc1-c1cccs1 (stereo unspecified)
 : 2, 19%, 26, ?, -8%, 9%, -2%, 1%
COc1ccc(NC2CCCN(C(=O)c3cc4ncccn4n3)C2)cc1 (stereo unspecified)
 : 0, 6%, 6, -11%, 11%, 14%, 3%, 4%

Part of the list above, with tabs.
Molecule	D3 ag	TDP-43 yeast inh	DRD3 antagonist	Abeta yeast res	FUS suppressor	EPAC2 ag	EPAC2 antag	aSyn yeast inh
Cn1cnnc1SCC(=O)Nc1cc(S(=O)(=O)N2CCCCCC2)ccc1Cl	3	4%	43	0%	.	-2%	6%	-13%
CCN(CC)C(=O)CN(C#N)c1nc(NC(C)C)nc(NC(C)C)n1	3	-3%	18	16%	19%	10%	8%	.

New compounds follow.
Every second line gives: D3 ag, TDP-43 yeast inh, DRD3 antagonist, Abeta yeast res, FUS suppressor, EPAC2 ag, EPAC2 antag, aSyn yeast inh
Cc1ccccc1NC(=O)C1(NC(=O)c2cccc(N3C(=O)CSC3c3ccccc3)c2)CCCCC1 (stereo unspecified)
 : -12, -3%, -8, 2%, ?, 7%, -9%, -4%
CCN(CC)c1ncnc2c1ncn2[C@H]1CN(C2CCCC2)C[C@@H](CO)O1
 : 2, 17%, 9, -10%, -6%, 0%, 8%, -1%
O=C(OCc1csc(Nc2ccccc2)n1)c1ccc(Cl)cc1
 : -1, 10µM*, 13, ?, 27%, 11%, -6%, -17%
CC(SCc1nc2sc3c(c2c(=O)[nH]1)CCCC3)C(=O)Nc1ccccn1 (stereo unspecified)
 : -1, 7%, -10, 10%, 42%, -7%, 2%, -3%
Cc1c(Nc2cc(N3CCCC(C)C3)c3nonc3c2[N+](=O)[O-])c(=O)n(-c2ccccc2)n1C (stereo unspecified)
 : 3, 6%, ?, 11%, -4%, -2%, 1%, 1%
O=C(Cc1ccccc1)NCc1n[nH]c(=S)n1-c1ccc(Br)cc1
 : -7, -16%, -14, -6%, 4%, 2%, 11%, 0%
CCCCCn1cc2c(c1-c1ccccc1Br)c(=O)n(C)c(=O)n2C
 : 9, 18µM*, ., -16%, 28%, ., ., .
Cc1cccc(NC(=O)c2sc3nc(-c4ccc(F)cc4)cn3c2C)n1
 : -1, 30%, 8, -13%, 27%, 2%, 12%[57.1 µM], -6%
Cc1cc(C)cc(NC(=O)Nc2ccccc2OCc2cc(=O)n3ccccc3n2)c1
 : 2, 0%, ., -12%, -11%, ., ., .
COC(=O)c1ccc(COc2ccc(C)c(C)c2)o1
 : 3, ?, 16, -4%, 19%, 0%, 1%, 2%
O=C(Nc1cccc(O)c1)c1cc2nc(-c3ccccc3)cc(-c3ccccc3)n2n1
 : -1, 3%, 2, -5%, ., 11%, 13%, 0%
CC12C(=O)N(Cc3ccco3)C(=O)C1C1c3ccccc3C2c2ccccc21 (stereo unspecified)
 : 1, 4%, 27, 15%, 4%, 3%, 3%, 6%
COc1ccc(CN(C)CC(=O)Nc2ccccc2C(=O)NC2CC2)cc1F
 : -3, 14%, ?, 11%, 4%, -2%, -16%, -10%
c1ccc2c(c1)CCCN2Cc1nnnn1C1CCCC1
 : 2, 23%, -20, 3%, 28%, 0%, 1%, 11%
Cc1ccc(/C(O)=C2/C(=O)C(=O)N(c3ccccn3)C2c2cccc([N+](=O)[O-])c2)cc1 (stereo unspecified)
 : 3, -27%, 3, 0%, ?, 4%, -4%, 1%
O=C(O)c1ccc(NC(=O)c2ccc(Br)c(S(=O)(=O)N3CCCC3)c2)cc1
 : 9, 28%, ., -4%, -10%, ., ., .
CCCCn1nnc(NC(=O)c2ccc(-c3ccccc3)cc2)n1
 : -14, -4%, 1, 11%, 6%, -37%[inhibitor], 4%, 1%
O=C(CSc1nnc2ccc(-c3ccccn3)nn12)Nc1ccccc1
 : 4, -4%, 9, 7%, 8%, -3%, 3%, 6%
CCCCC(=O)Nc1nnc(CCc2ccccc2)s1
 : 1, 21%, 9, 7%, -3%, 1%, -9%, -2%
CC(OC(=O)c1ccc(Cl)nc1)C(=O)NC(C)(C)C (stereo unspecified)
 : 7, -7%, 7, -4%, 0%, 3%, -4%, 0%
COc1cccc(NC(=O)CN(C)C(=O)c2ccc(N3CCOCC3)c([N+](=O)[O-])c2)c1
 : -2, -19%, -7, -8%, 7%, 8%, 2%, 0%
CCC(=O)N1CCc2cc(Br)cc(S(=O)(=O)CCC(=O)Nc3ccc(C)c(C)c3)c21
 : 1, 8%, ., -13%, -11%, ., ., .
Cc1ccccc1-c1nc(CN2CCC(C(=O)NCCCN3CC(C)CC(C)C3)CC2)c(C)o1 (stereo unspecified)
 : -2, 4%, ?, 5%, 1%, -8%, 2%, .
Cc1cc(NC(=O)CON=C(N)CC(=O)Nc2ccccc2Cl)ccc1Br
 : -3, -22%, 15, 2%, 14%, -7%, -9%, 1%
CCN(CC(=O)NC(=O)NC1CCCCC1)Cc1nc2ccccc2c(=O)[nH]1
 : 2, 11%, 9, 12%, 0%, 15%, -1%, 8%
CC(C)N1C(=O)C2C(C(=O)NCc3ccccc3)C3C=CC2(O3)C1C(=O)NC(C)(C)C (stereo unspecified)
 : 2, 17%, 8, 10%, 10%, 9%, -6%, -2%
CCOC(=O)CN1C(=O)N[C@H](c2ccc(Br)cc2)C(C(C)=O)=C1C
 : 0, -21%, -6, -14%, -5%, 9%, 3%, 0%
Cc1c(Cl)cccc1NC(=O)CC(Cc1ccccc1)C(=O)O (stereo unspecified)
 : -18, -20%, -10, -7%, 13%, -14%, -5%, -4%
CC(C)Oc1ccc(C(=O)Nc2nnc(C3=COCCO3)o2)cc1
 : -5, 26%, 0, 1%, 24%, -9%, 14%, 12%
C=CC[C@H](CC(=O)OC(C)(C)C)C(=O)OC[C@H]1CCCN1C(=O)[C@H](CC=C)CC(=O)N(CCO)Cc1ccccc1
 : -3, 14%, 0, 6%, 37%, -2%, -21%, 9%
NC(=O)CC(NC(=O)Cc1ccc(Br)cc1)c1ccc(NCC2CC2)c([N+](=O)[O-])c1 (stereo unspecified)
 : -5, 0%, ?, -19%, 9%, 5%, 27%, 0%
